Bioassay records: PubChem, several laboratories
SIAH1 antagonists: blockers of Siah-1 interaction with plectin peptide – biochemical, fluorescence polarization, rhodamine-plectin, uHTS, primary screen (AID 1817). Siah-1 / rhodamine-plectin peptide fluorescence polarization; higher % means a stronger effect. displacement, % at 20 µM, or IC50 in µM where a hit was titrated. 290,000 tested, 0.02% active;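 active = displacement of at least 50% at 20 µM, with a fluorescence ratio check between 0.3 and a set limit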;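 note: plate controls were Siah plus tracer with DMSO for no effect and tracer alone without Siah for full effect; strong numbers were not always called active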
HIV fusion peptide: cell-free HIV fusion peptide-binding blockers – biochemical, uHTS, fluorescence dequenching, primary screen (AID 1986) | cell-free peptide binding, fluorescence dequenching, 30 min; higher % means a stronger effect | one-dose inhibition, % at 20 µM; IC50 in µM for titrated hits | 290,000 tested, 0.3% active; in the data active = inhibition mostly above about 52%, no sharp cut-off; inactive = mostly below about 76%; note: some results filed as inactive read as strong as hits
AID2073: inhibitors of Mint1-CaV2.2 protein interaction, biochemical, HTRF (AID 2073). 290,000 tested, 0.19% active. inhibition, % at 20 µM; hits with a dose series show IC50 in µM. HTRF protein-protein interaction, Mint1-CaV2.2; higher % means a stronger effect; in the data active = inhibition mostly above about 51%, no sharp cut-off; inconclusive = no clear call, values can overlap the other calls; inactive = mostly below about 53%; note: some results filed as inactive read as strong as hits
NS5 inhibitors: Dengue-2 NS5 methyltransferase inhibitors, primary screen, biochemical, confirmation dose response (AID 588689) | 340,000 tested, 0.3% active | inhibition, % at 25 µM, or IC50 in µM where a hit was titrated | Dengue-2 NS5 methyltransferase capping enzyme assay, biochemical; higher % means a stronger effect; in the data active = a potency from the dose series; inconclusive = inhibition above about 29% without an active follow-up result
GPR35 antagonists: inhibition of zaprinast-stimulated GPR35 beta-arrestin translocation – imaging, U2OS, beta-arrestin-GFP, zaprinast agonist, primary screen (AID 2058); U2OS GPR35 beta-arrestin-GFP translocation imaging, zaprinast antagonism; higher % means a stronger effect; 290,000 tested, 0.052% active; one-dose inhibition, % at 10 µM; IC50 in µM for titrated hits;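 active = inhibition of at least 50% with at least 30 cells and total cytoplasm GFP at most 10,000,000; inconclusive = under 30 cells or total GFP of 10,000,000 plus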
GPR55 antagonists: GPR55 antagonists blocking LPI-driven arrestin recruitment, primary screen, imaging, U2OS, beta-arrestin-GFP, LPI agonist (AID 2013); 290,000 tested, 0.13% active; U2OS GPR55 beta-arrestin-GFP translocation imaging, LPI antagonism; higher % means a stronger effect; inhibition, % at 10 µM; hits with a dose series show IC50 in µM;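 active = spots per cell inhibited over 60%, with over 100 cells counted and total cytoplasm intensity under 500,000; inconclusive = wells with under 100 cells, flagged as likely toxic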;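 note: U2OS cells stably carrying GPR55 and arrestin-GFP stimulated by 5 µM LPI near EC80; imaged beta-arrestin-GFP aggregate spots per cell after agonist stimulation; plate controls were LPI-stimulated DMSO wells for no effect and DMSO wells without LPI for full effect; some results filed as inactive read as strong as hits; confirmed hits need IC50 under 10 µM and bright autofluorescent wells are also inconclusive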
K1F lysis inhibition: protection from phage-mediated lysis, alamar blue read-out – E. coli UTI89, K1F phage, bacterial capsule biogenesis inhibitors (AID 488966); 340,000 tested, 0.02% active; inhibition, % at 100 µM; hits with a dose series show IC50 in µM; E. coli UTI89 K1F phage lysis, alamar blue, 2 h; higher % means a stronger effect;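 active = phage lysis inhibition, versus mean bacterial control, above a set limit; inconclusive = no clear call, values can overlap the other calls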;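 note: capsule biogenesis inhibitors block K1F phage lysis so surviving cells raise fluorescence; higher fluorescence means more inhibition of phage lysis; actives were called in the ten point dose series up to 300 µM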
GPR55 activation: selective activators of receptor GPR55 – imaging, U2OS cells, beta-arrestin-GFP redistribution, primary screen (AID 1961). U2OS GPR55 beta-arrestin-GFP redistribution imaging; higher % means a stronger effect. 290,000 tested, 0.048% active. activation, % at 10 µM, or EC50 in µM where a hit was titrated;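 active = activation above 40% with more than 50 cells counted in the well; inconclusive = wells holding fewer than 50 cells, flagged as toxic or sparse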;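 note: U2OS osteosarcoma cells stably expressing GPR55 and beta-arrestin-GFP; plate controls were DMSO negative control for no effect and LPI positive control for full effect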
NTR1 ag: agonists of NTR1, primary screen, imaging, U2OS cells, beta-arrestin-GFP, high content (AID 493036). NTR1-U2OS beta-arrestin-GFP spot imaging, agonist mode. 330,000 tested, 0.17% active. P30989. activation, % at 20 µM;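 active = activation at or above 40% of the spot to cytoplasm intensity ratio, with at least 20 cells analyzed; inconclusive = wells under 20 cells, flagged as cytotoxic or low count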;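 note: 0% = DMSO without peptide and 100% = 100 nM NTR1 peptide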
Target sequence (P30989 whole entry, looked up): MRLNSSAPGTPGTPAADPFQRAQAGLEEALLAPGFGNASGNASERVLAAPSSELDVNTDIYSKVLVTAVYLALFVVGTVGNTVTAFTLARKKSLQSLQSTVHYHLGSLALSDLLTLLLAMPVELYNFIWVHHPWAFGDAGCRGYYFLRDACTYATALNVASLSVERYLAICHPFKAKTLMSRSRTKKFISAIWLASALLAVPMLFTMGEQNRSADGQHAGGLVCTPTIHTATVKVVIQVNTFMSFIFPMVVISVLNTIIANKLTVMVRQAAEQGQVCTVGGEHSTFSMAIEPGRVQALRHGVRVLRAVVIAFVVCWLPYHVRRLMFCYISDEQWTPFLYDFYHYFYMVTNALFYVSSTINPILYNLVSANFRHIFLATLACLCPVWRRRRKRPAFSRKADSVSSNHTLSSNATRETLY
NTR1 ag cell count 20 µM: also measured in NTR1 ag; calls as there; cell count; measured here: cell count, cytotoxicity flag
NS5 inhibitors pilot replicate: further read-out of NS5 inhibitors, marked with its call; inhibition, %; measured here: pilot screen replicate inhibition
The depositor's hits bear a star; ? = inconclusive; . = not tested or not shown; & = joins results of further samples; [ ] = another dose, or the depositor's remark.

SMILES	SIAH1 antagonists	HIV fusion peptide	AID2073	NS5 inhibitors	GPR35 antagonists	GPR55 antagonists	K1F lysis inhibition	GPR55 activation	NTR1 ag	NTR1 ag cell count 20 µM	others
O=C(c1nc2ccc(Cl)cn2c1CN1CCC[C@H]1CO)N1CCCCCCC1	6%	12%	11%	3%	0%	22%	-0.2%	-0.1%	0.3	61
O=C(Nc1cccc(F)c1)C1CCCN(S(=O)(=O)c2ccc(-n3cnnn3)cc2)C1 (configuration not stated)	-1%	3.1%	17%	-10%	-3%	4%	0.2%	-0.1%	1.4	41
CCCC(=O)Nc1nc2nc(C)cc(=O)n2[nH]1	3%	-0.5%	-5%	-2%	-7%	0%	-0.3%	-0.1%	1.7	45
O=C(c1cc2cc([N+](=O)[O-])ccc2s1)N1CCOCC1	-3%	-0.3%	50%	-4%	6%	2%	-0.3%	-0.3%	0.2	23
CCN(CC)CCCNC(=O)c1cc(-c2ccc(O)cc2)on1	0%	-0.4%	-2%	-1%	13%	-4%	-0.2%	0.3%	-1.5	89
CCCn1c(N)c(N(CCOC)C(=O)c2cc(-c3ccco3)nc3ccccc23)c(=O)[nH]c1=O	4%	4.2%	17%	-4%	10%	7%	0.1%	-0.1%	0.7	51
O=C(CSc1nnc(-c2c[nH]c3ccccc23)o1)N1c2ccccc2CCc2ccccc21	0%	30%	4%	2%	6%	-2%	3.6%	-0.1%	5.9	59
O=[N+]([O-])c1cc(Cl)ccc1NCCNS(=O)(=O)c1ccccc1	0%	-4.6%	-2%	-1%	-7%	5%	0.3%	0.5%	-1.3	60
Cn1c(NC(=O)C2CC2)cc(=O)n(C)c1=O	1%	4.4%	-3%	-7%	9%	-11%	-0.1%	-0.1%	5.2	47
OCCN1CCN(C(=S)c2ccc(Br)cc2)CC1	-4%	-0.9%	-57%	1%	-9%	-7%	0.8%	-0.1%	-2.5	61
O=C(Oc1cccc(C(=S)N2CCOCC2)c1)c1cccc(Cl)c1	14%	-0.4%	-1%	3%	12%	17%	0.1%[50 µM]	0.0%	0.1	52
C=CCOC(=O)C1=C(C)NC(SC)=C(C#N)C1c1ccc(OCC)cc1 (configuration not stated)	-2%	44%	11%	5%&-3%	9%	12%	-4.1%&1.4%	0.1%	1.4	47
O=C(COC(=O)C1(c2ccccc2F)CCCC1)N1CCN(C(=O)c2ccco2)CC1	8%	-0.9%	-3%	6%	5%	10%	-0.2%	0.2%	2.0	73
CCCCNC(=O)C1CC(=O)N(c2ccc(OC)cc2)C1c1ccc(OC)cc1 (configuration not stated)	0%	-1.9%	-4%	0%	-2%	0%	-0.1%	-0.1%	-1.1	83
CCOc1ccc(C)cc1S(=O)(=O)n1cnc2ccccc21	-3%	-1.8%	7%	-7%	6%	6%	0.1%	-0.1%	0.8	59
Cc1cccc(C)c1NC(=O)CSc1nnc(NC(=O)c2ccccc2C(=O)O)s1	-1%	-1.9%	-4%	11%	6%	11%	0.0%[50 µM]	-0.1%	-1.4	74
COc1ccc(-c2nc3ccc([N+](=O)[O-])cc3o2)cc1	-2%	1.4%	?	1%	-2%	-6%	1.7%	0.5%	0.4	58
COC(=O)c1[nH]c2c(c1C)C(=O)CC(c1cccc(OC)c1)C2 (configuration not stated)	6%	-0.6%	44%	-1%	2%	3%	-0.1%	0.0%	-0.5	80
CC1(C)Oc2ccc(C(=O)N3CCCC3)cc2N(CC(=O)NCc2ccccc2)C1=O	4%	-0.2%	-5%	1%	7%	1%	-0.6%	0.2%	-2.7	80
CC(NS(=O)(=O)c1ccc(Br)cc1)C(c1cccs1)N1CCN(C)CC1 (configuration not stated)	0%	-1.7%	4%	-2%	-9%	2%	0.8%	-0.2%	-3.6	59
O=C(Oc1ccccc1[N+](=O)[O-])c1cccnc1	1%	-2.2%	-7%	-1%	16%	6%	-0.6%	-0.1%	0.5	52
Cc1cccc(OCC(=O)N(C)CCc2ccccn2)c1	4%	1.6%	2%	-1%	2%	6%	-0.1%	1.1%	1.0	59
CCCCCCC(=O)NN1CCN(C)CC1	0%	0.9%	-1%	5%	9%	1%	0.1%	0.0%	0.6	50
COc1ccc2c(CCNC(=O)CN3C(=O)c4ccccc4C3=O)c[nH]c2c1	5%	1.3%	33%	0%	-7%	2%	-0.4%	1.5%	-1.5	87
O=C(O)CC(C(=O)NCc1ccccc1)C1CCCO1 (configuration not stated)	0%	-2.6%	-2%	1%	20%	1%	2.4%	-0.2%	4.3	43

Next results
SMILES	SIAH1 antagonists	HIV fusion peptide	AID2073	NS5 inhibitors	GPR35 antagonists	GPR55 antagonists	K1F lysis inhibition	GPR55 activation	NTR1 ag	NTR1 ag cell count 20 µM	others
Cn1c(CO)cnc1SCc1ccccc1	4%	1.7%	-5%	-3%	10%	1%	-0.1%	0.2%	1.2	35
COC(=O)C1=C(C)N=c2s/c(=C/c3ccoc3)c(=O)n2C1c1ccccc1 (configuration not stated)	-3%	73%	18%	-14%	-13%	-14%	-0.1%	-0.1%	2.0	75	NS5 inhibitors pilot replicate=3.4
CN1CCN(C(=O)C2=C[C@@H](c3ccccc3)C[C@@H](OCCCCO)O2)CC1	13%	0.1%	15%	2%	-4%	-1%	-1.5%	-0.2%	-5.9	76
CC(NC(=O)c1ccccc1NS(=O)(=O)c1ccc(CCC(=O)O)cc1)c1ccccc1 (configuration not stated)	-1%	1.9%	19%	-2%	-16%	12%	0.9%[50 µM]	0.0%	0.3	64
Cn1c(SCc2ccccn2)nnc1-c1cnccn1	-2%	6.6%	-2%	-5%	5%	14%	4.3%	-0.1%	0.8	67
O=C(CN1C(=O)NC(Cc2ccccc2)C1=O)Nc1ccc(F)cc1 (configuration not stated)	2%	0.5%	-1%	-5%	4%	12%	1.2%	-0.2%	-1.0	86
O=C(NCCN1CCOCC1)c1cnn2c1NC(c1cccs1)CC2C(F)(F)F (configuration not stated)	10%	0.8%	11%	.	19%	-1%	.	1.7%	-0.8	60
O=C(c1ccc(Cl)s1)N1CCCC1	-2%	-2.5%	-3%	-3%	3%	10%	2.4%	-0.1%	-0.3	57
CC(NC(=O)COC(=O)/C(=C/c1cccs1)c1cccs1)c1ccccc1 (configuration not stated)	11%	1.0%	-6%	3%	0%	4%	-0.1%	-0.4%	2.3	83
COc1ccc(OC)c(N/C(C)=C/C(=O)c2ccccc2)c1	-4%	-0.1%	-10%	-4%	1%	0%	4.2%	1.8%	0.1	37
CC(=O)NC1C(OCc2ccccc2)OC(COC(C)=O)C(OC(C)=O)C1OC(C)=O (configuration not stated)	13%	-0.6%	5%	-5%	-9%	4%	0.0%	0.0%	1.1	67
COc1ccc(-c2nnc(SCC(=O)NCCC(C)C)nc2-c2ccc(OC)c(OC)c2)cc1OC	7%	-1.5%	11%	-3%	9%	10%	0.2%	-0.1%	0.5	99
CC(Cc1c[nH]c2ccccc12)C(=O)NCc1ccco1 (configuration not stated)	29%	-0.7%	47%	0%	11%	-17%	1.0%	0.4%	-0.5	88
CC(C)CC(=O)N1CC(C)N(C(=O)CC(C)C)CC1C (configuration not stated)	-2%	-1.2%	4%	.	5%	7%	.	-0.2%	8.1	38
CCOc1ccc(Br)cc1CSC(=N)N	-3%	0.1%	1%	-4%	1%	6%	>300µM*	-0.2%	-0.6	52
CCOc1cc(C(=O)Nc2nnc(S(=O)(=O)N3CCOCC3)s2)cc(OCC)c1OCC	-1%	9.9%	35%	-12%	5%	19%	0.4%	-0.1%	-1.3	40
CC(C)(C)NC(=O)CN(C(=O)CS(=O)CC(=O)Nc1ccc(F)cc1)c1ccccc1F (configuration not stated)	0%	0.1%	3%	-7%	5%	-3%	0.2%	-0.1%	0.1	43
CC(=O)Nc1ccc(SCC(=O)Nc2sccc2C#N)cc1	22%	0.8%	8%	-10%	4%	7%	1.4%	0.4%	0.4	66
Cc1ccc2nc(N3CCN(C(=O)CCC(=O)O)CC3)nc(-c3ccccc3)c2c1	-8%	1.0%	26%	-7%	-10%	7%	0.1%	0.8%	-0.3	59
CCOc1ccc(NC(=O)N2CCN(CC)CC2)cc1	3%	-3.6%	0%	-6%	-6%	9%	0.9%	0.5%	2.4	64
COCCNC(=S)N(CCO)Cc1cc2cc3c(cc2[nH]c1=O)OCCO3	-1%	1.0%	-1%	0%	-8%	9%	-0.1%	-0.2%	2.3	58
O=S(=O)(c1cccc(C(F)(F)F)c1)N1CCN(C(=S)NCc2ccco2)CC1	1%	4.8%	-10%	-9%	-2%	4%	3.6%	-0.3%	1.3	46
CCCN1C(=O)c2cc(C(=O)NC3CCCC3)ccc2C1O (configuration not stated)	6%	-0.6%	-1%	-6%	-8%	-4%	0.3%	0.3%	-0.6	69
Cc1cccc(C)c1NC(=O)NN1C(C)CCCC1C (configuration not stated)	2%	3.4%	4%	-2%	-10%	2%	0.2%	-0.6%	2.2	47

Gathered by group, the entries above containing a furan ring, fused or not
SMILES	SIAH1 antagonists	HIV fusion peptide	AID2073	NS5 inhibitors	GPR35 antagonists	GPR55 antagonists	K1F lysis inhibition	GPR55 activation	NTR1 ag	NTR1 ag cell count 20 µM	others
CCCn1c(N)c(N(CCOC)C(=O)c2cc(-c3ccco3)nc3ccccc23)c(=O)[nH]c1=O	4%	4.2%	17%	-4%	10%	7%	0.1%	-0.1%	0.7	51
O=C(COC(=O)C1(c2ccccc2F)CCCC1)N1CCN(C(=O)c2ccco2)CC1	8%	-0.9%	-3%	6%	5%	10%	-0.2%	0.2%	2.0	73
COC(=O)C1=C(C)N=c2s/c(=C/c3ccoc3)c(=O)n2C1c1ccccc1 (configuration not stated)	-3%	73%	18%	-14%	-13%	-14%	-0.1%	-0.1%	2.0	75	NS5 inhibitors pilot replicate=3.4
CC(Cc1c[nH]c2ccccc12)C(=O)NCc1ccco1 (configuration not stated)	29%	-0.7%	47%	0%	11%	-17%	1.0%	0.4%	-0.5	88
O=S(=O)(c1cccc(C(F)(F)F)c1)N1CCN(C(=S)NCc2ccco2)CC1	1%	4.8%	-10%	-9%	-2%	4%	3.6%	-0.3%	1.3	46
